Giardia FBPA inh: qHTS Assay for Inhibitors of Fructose-1,6-bisphosphate Aldolase from Giardia Lamblia; A8B2U2; 0.71% of 290,000 active; AID 2451, 2010; purified Giardia FBPA; Potency, µM (doses to about 59.6 µM), without a hit: top-dose activity, negative = inhibition, most hits filed as inhibitors; active = well fitted inhibition curve with a large enough effect; inconclusive = small, poorly fitted or top-dose-only effect, or effect the other way; also: nearly all actives have a fitted effect of over 55% in size
Target sequence (A8B2U2 whole entry, looked up): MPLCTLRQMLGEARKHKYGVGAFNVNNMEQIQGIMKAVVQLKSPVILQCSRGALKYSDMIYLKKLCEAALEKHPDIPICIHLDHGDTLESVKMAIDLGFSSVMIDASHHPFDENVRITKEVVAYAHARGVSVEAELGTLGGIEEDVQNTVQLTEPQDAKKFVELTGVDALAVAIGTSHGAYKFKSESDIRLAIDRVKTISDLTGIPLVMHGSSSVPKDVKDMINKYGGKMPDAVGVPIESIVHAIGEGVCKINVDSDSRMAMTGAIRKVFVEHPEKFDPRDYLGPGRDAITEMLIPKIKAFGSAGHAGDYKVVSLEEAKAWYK
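40 nM FBPA preincubated 10 min at RT with compound (up to 57.5 uM final), then substrate plus GAPDH/TPI/NAD/arsenate coupling and diaphorase/resazurin added. Fluorescence read after 20 min at RT, 525/598 nm.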
An asterisk follows results filed as active; ? = inconclusive; & = joins results of further samples; [ ] = dose if it differs, or a comment. % is scaled to controls: 0 for no effect and ±100 for the full control effect; potency is read from the fitted curve at half-maximal effect.

SMILES	Giardia FBPA inh
CN1CCN(c2ncc3nc(-c4cccs4)c(=O)n(Cc4ccc(F)cc4)c3n2)CC1	-9%
COC(=O)C/C=C/[C@@H](C)[C@@H](Cc1ccccc1Br)OC	-8%
O=C(c1csnn1)N1CCC2(CC1)CCN(c1ccccc1)CC2	0%
COC(=O)Cn1c(C(=O)N(C)C)cc2c1C[C@H]1CN(C(=O)c3ccccc3)[C@@](Cc3ccc(OC)cc3)(C(=O)OC)[C@@H]21	4%
Fc1ccc(C(c2ccc(F)cc2)N2CCN(C/C=C\c3ccccc3)CC2)cc1	-14%
CC1CCC2C(=O)N3C(CCC(C)[C@H]3c3ccccc3Br)C(=O)N2C1c1ccccc1Br (stereo partly specified)	0%[12.9 µM]
CCOC(=O)OCC1OC(C#Cc2ccc(C)cc2C)C=CC1OC(=O)OCC (stereo unspecified)	-2%[12.9 µM]
O=C1[C@H]2[C@H]3[C@H](O)[C@H](O)C/C(=N/OCc4ccccc4)[C@@H]3CC[C@@H]2C(=O)N1c1cccc(Oc2ccccc2)c1	3%[12.9 µM]
COC(=O)[C@@H]1CCCN1C(=O)[C@H]1C[C@@H]1[C@H](NC(=O)OCc1ccccc1)c1ccccc1	-3%
COc1ccc2c(c1)O[C@H](c1cccc(C(F)(F)F)c1)[C@@H](O)C2=O	-1%[12.9 µM]
CCOC(=O)C(=O)C1(C(=O)OCC)Oc2cc(OC)cc(OC)c2C(=O)C1c1ccccc1 (stereo unspecified)	?
CC(=O)OC1CC(OC(C)=O)[C@]2(C)C(CC(O)[C@]3(C)C2CC[C@@]2(C)C(c4ccoc4)OC(=O)C4O[C@]432)C1(C)C (stereo partly specified)	-9%
CCCCCN(CCCCC)C(=O)[C@H](CCC(=O)O)NC(=O)[C@H](Cc1ccc(OP(=O)(O)O)cc1)NC(C)=O	3%
COCCn1c(=O)c(C)nc2cnc(N3CCNCC3)nc21	-7%
C/C(CCN1CCCc2nc(C)c(C)cc21)=N\O[C@@H](C)c1cn([C@H](CO)Cc2ccccc2)nn1	1%&-6%[12.9 µM]
N#Cc1cccc(-c2cncnc2NCCc2cnc[nH]2)c1	0%
COCCn1c(=O)c(-c2cc(F)cc(F)c2)nc2cnc(Oc3ccccc3)nc21	-4%
COCCNc1nc(-c2ccccc2Cl)nc2ccccc12	0%
CCC(C)(C)C(=O)O[C@@H]1C[C@@H](C)C=C2C=C[C@H](C)[C@H](CC[C@@H]3C[C@@H](O)CC(=O)O3)[C@H]21	-11%
O=Cc1ccc(B(O)O)cc1	6%
CCc1cc(C(C)=O)c(O)cc1OCCCCCC(C)(C)c1nn[nH]n1	?
CC[C@H]1NC(=O)c2cc(S(N)(=O)=O)c(Cl)cc2N1	-1%[21.7 µM]
O=C(Nc1cccc(F)c1)N1CC[C@@]2(CCCN(C(=O)Oc3ccccc3)C2)C1	-7%
Cc1ccc(CC2(O)CCN(CCOc3ccc(O)cc3)CC2)cc1	-4%
CN(C)Cc1ccccc1-c1ccc2ncnc(NC3CCNCC3)c2c1	-5%

Other entries.
SMILES	Giardia FBPA inh
CC(C)(C)N1C(=O)[C@H]2[C@@H]3[C@H](O)C=CC(=O)[C@H]3CC[C@H]2C1=O	1%[12.9 µM]
COCCn1c(=O)c(-c2ccc(F)c(F)c2)nc2cncnc21	-3%
C[C@@H]1C(=O)OC2C[C@@]34[C@H]5C[C@@H](C(C)(C)C)[C@@]36C(O)C(=O)O[C@H]6O[C@@]4(C(=O)O5)[C@]21O (stereo partly specified)	6%
CN(C)Cc1ccccc1-c1ccc2ncnc(N(C)Cc3ccco3)c2c1	0%
COC(=O)[C@@]1(Cc2ccccc2)[C@H]2c3cc(C(=O)N4CCCC4)n(Cc4cccc5ccccc45)c3C[C@H]2CN1C(=O)c1ccccc1	-5%
Fc1ccccc1-c1nc(-c2ccccc2)oc1NC1CCCCC1	-1%
CCOC(=O)CCN1C(=O)[C@H]2[C@H]3[C@H](O)[C@H](O)C/C(=N/OC[C@@H](O)COCc4ccco4)[C@@H]3CC[C@@H]2C1=O	2%[12.9 µM]
COc1ccc(NC(=O)N2CC3(CCN(C(=O)c4ccco4)CC3)C2)cc1	3%
COC(=O)C1=C(C)N(Cc2ccccc2)[C@]23O[C@](C(=O)OC)(C(=O)N2C1c1ccccc1)C(C(=O)OC)C3C(=O)OC (stereo partly specified)	0%&0%[12.9 µM]
CN(C)c1ncc2ncc(=O)n(Cc3ccc(F)cc3)c2n1	0%
COCCn1c(=O)cnc2cnc(Nc3ccccc3)nc21	6%
CC1(OC(=O)c2ccco2)C(=O)C2=COC(C3CC3)=CC2=C(Br)C1=O (stereo unspecified)	-12%
CC(C)=CCC/C(C)=C/CC/C(C)=C/CC/C(C)=C/C(=O)O	?
CSCC[C@H](N)C(=O)N[C@@H](CCCN=C(N)N)C(=O)N[C@@H](Cc1ccccc1)C(=O)N[C@@H](Cc1ccccc1)C(=O)N[C@H](C(=O)O)C(C)C	3%
CC(C)NC(=O)N1CC[C@@]2(CCCN(C(=O)c3cccc(F)c3)C2)C1	7%
COc1cc(OC)c2c(C)cc(=O)oc2c1C(CCN1CCCC(C)C1)c1ccc(N(C)C)cc1 (stereo unspecified)	-27%
CC(=O)OC1CC[C@@]2(C)C(CC[C@@]3(C)C2CC=C2C4CC(C)(C)CC[C@]4(C)CC[C@@]23C)C1(C)C (stereo partly specified)	10%
COc1cccc(CS(=O)(=O)c2nnnn2-c2ccc(F)cc2Br)c1	0%
COCOc1c2c(c(OCOC)c3c(OCOC)cccc13)/C(=N/N[S+](=O)([O-])c1ccc(C)cc1)C1=C2CCCC1	-28%
CN(C)c1ncnc2ccc(-c3cccc(C#N)c3)cc12	2%
CC(=O)N[C@@H](CSC/C=C(\C)CCC=C(C)C)C(=O)O	4%
CC(OCc1ccccc1)C(NC(=O)OC(C)(C)C)C(=O)NC1COC2CC(n3cc(F)c(=O)[nH]c3=O)OC12 (stereo unspecified)	0%
COc1cccc(Cn2c(=O)cnc3cnc(N4CCOCC4)nc32)c1	1%
CC1(C)C(=O)CC[C@@]2(C)C1CC(O)[C@@]1(C)C3=CC(=O)OC(c4ccoc4)[C@]3(C)CCC21 (stereo partly specified)	3%
COc1cc2c(cc1O)-c1ccccc1CN(C)C2	-7%

(cont.)
SMILES	Giardia FBPA inh
c1csc(CNc2ncncc2-c2ccoc2)c1	-8%
Cc1c(C2CCN(CCc3ccccc3)CC2)noc1-c1ccc(Cl)cc1	3%
COc1cc(C)c(CC/C(C)=C/C=C/C(C)=O)c(C)c1C	-8%
COc1ccc(C2=CC3=C(Br)C(=O)C(C)(OC(=O)CCc4ccccc4)C(=O)C3=CO2)cc1 (stereo unspecified)	-4%
CC1C(=O)OC2CCN3CC=C(COC(=O)[C@](C)(O)[C@]1(C)O)C23 (stereo partly specified)	2%
N[C@@H]1CCN(O)C1=O	11%&-7%
O=c1c(-c2cccs2)nc2cncnc2n1Cc1ccc(F)cc1	10%
COc1cc2c(cc1OC)C(C(=O)c1ccc(OC)c(OC)c1O)=NCC2	-28%
CC(C)=CCC/C(C)=C/CC/C(C)=C/CC/C(C)=C/CO	-3%
C=CCN1CC[C@]23c4c5ccc(O)c4OC2C(=O)CC[C@]3(O)C1C5 (stereo partly specified)	-7%
COCCNC(=O)COc1ccc(OCCNC[C@@H](O)COc2ccccc2)cc1	-15%
COC(=O)N1CCC2(CCCN(c3ccncc3)C2)CC1	-1%
OC(CN1CCNCC1)Cn1c2ccc(Br)cc2c2cc(Br)ccc21 (stereo unspecified)	-16%
CC(=O)N1CCC2(CC1)CCN(c1ccccc1)CC2	7%
COc1cccc(Nc2ncc3ncc(=O)n(C4CC4)c3n2)c1	-11%
COc1ccc2c(c1)C(c1ccccc1OC)CC(=O)O2 (stereo unspecified)	2%[89.2 µM]
COc1ccccc1CC(=N)N1C[C@@H]2C(=O)CCC(c3ccccc3)(c3ccccc3)[C@@H]2C1	4%
O=C1C=C[C@@H](O)[C@H]2[C@@H]3C(=O)N(Cc4ccc5c(c4)OCO5)C(=O)[C@@H]3CC[C@H]12	0%[12.9 µM]
CC(=O)OC[C@@H]1O[C@@H](O/N=C2/C[C@@H](O)[C@@H](O)[C@@H]3[C@@H]4C(=O)N([C@@H](C)c5ccccc5)C(=O)[C@H]4CC[C@@H]23)[C@H](OC(C)=O)[C@H](OC(C)=O)[C@@H]1OC(C)=O	3%[12.9 µM]
CC12CC3OS(=O)OC3CC3C4C(C(OCc5ccccc5)C31)C42 (stereo unspecified)	-1%[12.9 µM]
C#CCCCCCCCCCCCCCCCC(=O)O	5%&26%
CCCN1CCC[C@@H](c2cccc(C#N)c2)C1	-1%
COc1ccc(-n2c(=O)c(-c3ccc(F)cc3)nc3cnc(OC)nc32)cc1	8%
Cc1nc2c(O)cccc2c(=O)[nH]1	-28%
C[C@]12CCC3C(CC[C@]4(O)CC(O)CC[C@@]34C=O)[C@]1(O)CCC2C1=CC(=O)OC1 (stereo partly specified)	4%

Seven records picked at random from the list so far, as already listed:
SMILES	Giardia FBPA inh
CCCN1CCC[C@@H](c2cccc(C#N)c2)C1	-1%
COc1ccc(C2=CC3=C(Br)C(=O)C(C)(OC(=O)CCc4ccccc4)C(=O)C3=CO2)cc1 (stereo unspecified)	-4%
COc1cc(C)c(CC/C(C)=C/C=C/C(C)=O)c(C)c1C	-8%
N[C@@H]1CCN(O)C1=O	11%&-7%
OC(CN1CCNCC1)Cn1c2ccc(Br)cc2c2cc(Br)ccc21 (stereo unspecified)	-16%
COCCNC(=O)COc1ccc(OCCNC[C@@H](O)COc2ccccc2)cc1	-15%
C[C@]12CCC3C(CC[C@]4(O)CC(O)CC[C@@]34C=O)[C@]1(O)CCC2C1=CC(=O)OC1 (stereo partly specified)	4%

Sorted by count of non-hydrogen atoms (low to high): part of the list above.
SMILES	Giardia FBPA inh
Cc1nc2c(O)cccc2c(=O)[nH]1	-28%
c1csc(CNc2ncncc2-c2ccoc2)c1	-8%
OC(CN1CCNCC1)Cn1c2ccc(Br)cc2c2cc(Br)ccc21 (stereo unspecified)	-16%
COc1ccc(C2=CC3=C(Br)C(=O)C(C)(OC(=O)CCc4ccccc4)C(=O)C3=CO2)cc1 (stereo unspecified)	-4%

The list goes on.
SMILES	Giardia FBPA inh
CN(C)CC[C@H](c1ccc(Br)cc1)c1ccccn1	1%[21.7 µM]
COc1ccc(-n2c(=O)cnc3cnc(OC)nc32)cc1	3%
COc1ccc(O[C@H]2C=C[C@@H](c3ccccc3)O[C@H]2COC(=O)N2CCCCC2)cc1	-1%[12.9 µM]
COC(=O)c1nnc(C(=O)NCc2ccccc2)c2[nH]c3ccccc3c12	-1%
CC(C)C[C@@H](CC(=O)N[C@H](CC(=O)N[C@@H]1CCCC[C@H]1C(=O)N[C@H](CC(=O)N[C@@H](CCC(=O)O)CC(=O)O)Cc1c[nH]c2ccccc12)C(C)C)NC(=O)[C@@H]1CCCC[C@H]1N	-29%
CC(=O)OC[C@@H]1O[C@H](C/C=N\O[C@@H]2O[C@H](COC(C)=O)[C@@H](OC(C)=O)[C@H](OC(C)=O)[C@H]2OC(C)=O)C=C[C@@H]1OC(C)=O	2%[12.9 µM]
O=c1c(-c2ccccc2)nc2cnc(N3CCNCC3)nc2n1Cc1ccc(F)cc1	5%
O=C(NCCNC[C@@H](O)COc1ccc(O)cc1)N1CCOCC1	0%
COc1ccc(-c2nc3cnc(N(C)C)nc3n(C)c2=O)cc1	1%
Cc1ccc2oc(=O)c3c4cc(O)c(O)c(C)c4oc3c2c1	0%
CCCCCCCCCCCCCCCCCCOCC(O)CO (stereo unspecified)	1%
CC(=O)NCCNc1nc(-c2cccnc2)nc2ccccc12	-6%
CCNc1ncc2nc(-c3cccc(C#N)c3)c(=O)n(CCC#N)c2n1	3%
COc1ccc(C(OCCN2CCC[C@H](C(=O)O)C2)(c2ccc(OC)cc2)c2ccc(OC)cc2)cc1	1%
C=CC[C@@H]1/C=C(\C)C[C@H](C)C[C@H](OC)[C@H]2O[C@@](O)(C(=O)C(=O)N3CCCC[C@H]3C(=O)O[C@H](/C(C)=C/[C@@H]3CC[C@@H](O)[C@H](OC)C3)[C@H](C)[C@@H](O)CC1=O)[C@H](C)C[C@@H]2OC	-18%&-9%
CCOC(=O)c1ncn2c1CN(C)C(=O)c1cc(N=[N+]=[N-])ccc1-2	-5%
COc1cccc(Nc2ncc3nc(C)c(=O)n(-c4ccccc4)c3n2)c1	-9%
O=c1c(-c2ccc(F)cc2)nc2cnc(Oc3ccccc3)nc2n1C[C@H]1CCCO1	6%
COc1ccc(Oc2ncc3nc(C)c(=O)n(-c4ccccc4)c3n2)cc1	1%
COC(=O)[C@H](CC(C)C)NC(=O)c1ccc(NC[C@@H](N)CS)cc1-c1cccc2ccccc12	-8%
Cc1nc2cnc(Nc3ccccc3)nc2n(CCC#N)c1=O	4%
NC[C@@H]1O[C@H](O[C@@H]2[C@H](O[C@@H]3O[C@H](CO)[C@@H](COC[C@H]4O[C@@H](CN)[C@@H](O)[C@@H](O)[C@@H]4N)[C@@H]3O)[C@@H](O)[C@@H](N)C[C@H]2N)[C@@H](N)[C@H](O)[C@@H]1O	0%[21.7 µM]
COC(=O)[C@@]1(Cc2ccccc2)[C@H]2c3cc(C(=O)N(C)C)n(Cc4ccccn4)c3C[C@H]2CN1C(=O)c1ccccc1	1%
CC(C)C[C@@H](CC(=O)N[C@@H](CCCN)CC(=O)N[C@@H]1CCCC[C@H]1C(=O)N[C@H](CC(=O)N[C@@H](CCC(=O)O)CC(=O)O)CC(C)C)NC(=O)[C@@H]1CNCC[C@H]1N	-22%
CNC(=S)S	-6%

A portion of the library; rates above refer to the full screens.
